TDP1 inh = blocks human tyrosyl-DNA phosphodiesterase 1; Q9NUW8; recombinant TDP1, AlphaScreen DNA substrate cleavage; Potency, µM (highest dose often 130 µM), without a hit: top-dose activity change, negative = inhibition, hits mostly inhibitors; actives 0.28% (n = 350,000); AID 485290; note: nearly all actives have a fitted effect of over 40% in size
Target sequence (Q9NUW8 whole entry, looked up): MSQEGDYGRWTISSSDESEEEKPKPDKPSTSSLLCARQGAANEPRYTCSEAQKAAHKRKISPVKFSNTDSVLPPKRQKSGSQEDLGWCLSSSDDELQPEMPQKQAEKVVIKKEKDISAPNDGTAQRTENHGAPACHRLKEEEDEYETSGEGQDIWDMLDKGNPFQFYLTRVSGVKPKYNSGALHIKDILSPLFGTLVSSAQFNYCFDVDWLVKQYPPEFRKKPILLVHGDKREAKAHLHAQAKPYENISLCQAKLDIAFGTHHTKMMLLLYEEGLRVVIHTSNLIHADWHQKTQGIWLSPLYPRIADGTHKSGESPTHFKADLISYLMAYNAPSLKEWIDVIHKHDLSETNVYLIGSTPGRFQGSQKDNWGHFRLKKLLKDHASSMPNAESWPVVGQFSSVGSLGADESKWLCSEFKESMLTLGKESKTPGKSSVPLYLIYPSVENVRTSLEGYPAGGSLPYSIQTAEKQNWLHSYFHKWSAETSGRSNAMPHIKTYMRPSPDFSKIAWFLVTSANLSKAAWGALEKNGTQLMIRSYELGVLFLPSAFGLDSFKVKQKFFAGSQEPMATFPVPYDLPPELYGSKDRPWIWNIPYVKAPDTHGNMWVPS
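Recombinant human Tdp1 (E. coli-expressed, 1 nM final) preincubated with compounds 15 min at room temperature, then 5'-biotin/3'-phosphotyrosine-FITC DNA substrate (15 nM final) added for 5 min. AlphaScreen beads (10 ug/ml final) added 10 min; cleavage lowers signal.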
N370S GC = inhibits or activates N370S mutant glucocerebrosidase. P04062. N370S GC spleen homogenate, 4MU-glucoside fluorescence. Potency, µM (titrated, usually from 59.4 µM), without a hit: top-dose activity change, negative = inhibition, usual class: inhibitors. actives 0.092% (n = 330,000);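 note: 0% = full enzyme activity and -100% = no enzyme basal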
DT40 TDP1 no CPT = qHTS for Inhibitors of human tyrosyl-DNA phosphodiesterase 1 (TDP1): qHTS in cells in absence of CPT | actives 15% (n = 420,000) | DT40 Tdp1-/- hTDP1 cells, no CPT, ATP luminescence, 48 h | Potency, µM (highest dose often 46.2 µM), inactives show at the top dose activity change, negative = growth inhibition, actives largely listed as inhibitors; note: nearly all actives have a fitted effect of over 55% in size
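Chicken DT40 Tdp1-/- cells stably complemented with human TDP1 were seeded at 400 cells/well with DMSO in place of 20 nM camptothecin. After compound pinning, cells grew at least 48 hr at 37 °C; viability read by CellTiter-Glo luminescence.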
* marks the source's active call; other numbers are inactive results; ? = inconclusive; . = not tested or not shown; & = joins results of further samples; [ ] = another dose, or the depositor's remark. Calls come from the whole dose curve; as a rule, active = well fitted curve in the direction sought with a large enough effect; inconclusive = small, poorly fitted or top-dose-only effect, or another doubt; inactive = no such curve, though single readings can be large; an effect the other way counts as inactive or inconclusive. Unless noted, % is set by controls: 0 for no effect and ±100 for the full control effect; potency is the fitted concentration of half-maximal effect. These rows are one share of the data. The share of hits here may be higher or lower than overall.

SMILES	TDP1 inh	N370S GC	DT40 TDP1 no CPT
COc1ccccc1OCCCn1c(=O)oc2ccc(C)cc21	1%	8%	-12%
CC1CCCN(C(=O)COC(=O)c2cc(-c3cccs3)nn2-c2ccccc2)C1 (stereo not given)	9%[0.505 µM]	-27%	-24%
O=C(CCNC(=O)c1ccccc1)OCC(=O)c1ccccc1	6%	1%	2%
COc1cc(NC(=O)CSc2nnc3c(C)cc4cc(C)cc(C)c4n23)c(C(=O)O)cc1OC	6%	5%	-13%
COC(=O)CCCCCCCC(=O)Nc1nnc(C(F)(F)F)s1	-3%	1%	-13%
COc1ccc(/C(C)=N/OCC(=O)Nc2nc3ccccc3s2)cc1OC	6%	3%	?
Cc1cn2c(=O)cc(COc3cccc(NC(=O)c4ccccc4Cl)c3)nc2s1	1%	.	13µM*
COc1ccc(Nc2ncc3c(n2)CCN(Cc2ccc(Br)s2)C3)c(OC)c1	6%	.	13µM*
CCOc1ccc(N2C(=O)NC(Cc3c[nH]c4ccccc34)C2=O)cc1 (stereo not given)	3%	0%	-10%
CCCc1nn2c(=O)c(C(c3cccc(Cl)c3)c3c(O)nc4sc(CCC)nn4c3=O)c(O)nc2s1	-9%	-13%	4%
COc1ccc(OCc2cc(C(=O)N3CCC(c4ccccc4)CC3)no2)c(Cl)c1	-9%	?	?
CCc1ccc2nc(SCC(=O)Nc3nnc(C)s3)c(C)cc2c1	5%	6%	?
CC(C)c1ccccc1NC(=S)NC(=O)C1CCCCC1	1%	.	?
Cc1ccc2nc(CCc3nc4ccc(C)cc4o3)oc2c1	-2%	7%	?
O=C(O)C1C2CCC(C2)C1C(=O)Nc1cc(F)ccc1F (stereo not given)	7%	2%	-8%
COc1ccc(NC(=O)CSc2nnc(Cc3cccn3C)n2-c2ccc(F)cc2)cc1OC	9%	-8%	-16%
COc1ccc(-n2c(=O)cc(N3CCOCC3)[nH]c2=O)cc1	-4%	-3%	0%
O=C(c1ccc2c(=O)n3c(nc2c1)CCCCC3)N1CCN(c2ccc([N+](=O)[O-])cc2)CC1	4%	2%	?
COCc1ccc(CN2CCCC(C(=O)Nc3ccc(-c4cccc(OC)c4)cc3)C2)o1 (stereo not given)	10%	-19%	15µM*
Cc1cc(C)cc(OCC(=O)OCC(=O)NC2CCCCCCC2)c1	-3%	5%	-4%
CCc1ccc(/C=N/n2c(C)cc(C)c(C#N)c2=O)cc1	1%	9%	-24%
O=C(O)/C=C\C(=O)Nc1ccccc1N1CCN(c2ccccc2)CC1	8%	-11%	-19%
O=C(O)CSC(=S)N1CCCCC1	-5%	1%	-16%
CC1=C(C(=O)OC2CCCCCCC2)C(c2cc3c(cc2Br)OCO3)CC(=O)N1 (stereo not given)	2%	20%	?
O=C(CC1C(=O)NCCN1Cc1c(F)cccc1Cl)NCCCN1CCCC1=O (stereo not given)	2%[56.1 µM]	3%	11%
SMILES	TDP1 inh	N370S GC	DT40 TDP1 no CPT
COCCCN(Cc1cccs1)S(=O)(=O)c1csc(C(N)=O)c1	0%	?	-13%
CN(C)CCNC(=O)C(=O)NCC1CCCN1S(=O)(=O)c1cccs1 (stereo not given)	-1%	-1%	-20%
CCOC(=O)c1cccc(NC(=O)Cn2c(=O)c3cccn3c3ccccc32)c1	6%	.	?
CC(C)=CCC/C(C)=C/CNC(=O)CC1C[C@H](C(=O)N(C(C)C)C(C)C)[C@@]2(C)c3[nH]c4ccccc4c3CCN2C1=O (stereo not given in full)	0%	.	23µM*
O=C(NC1C2CC3CC(C2)CC1C3)c1ccc(N2CCNCC2)c([N+](=O)[O-])c1 (stereo not given)	6%	-13%	?
Cc1ccc(C(=O)CNc2ccc(C)c(Cl)c2)cc1	0%	8%	-2%
Cc1ccc(C(=O)Nc2ccccc2C(=O)O)cc1S(=O)(=O)NCc1ccccc1	-1%	-4%	6%
O=C(COC(=O)CN1C(=O)COc2ccccc21)NCc1ccc(F)cc1	-2%	-4%	-16%
O=C1N=C(N2CCN(Cc3ccccc3)CC2)S/C1=C/c1cccs1	7%	11%	12µM*
Cc1cc(-c2nc(C)c(-c3nnc(SCC(=O)Nc4ccccc4)n3C)s2)no1	0%	-5%	4%
Cc1cc(N)n(-c2ccc(S(=O)(=O)c3ccc(C(C)C)cc3)cc2)n1	6%	13%	?
O=C(c1ccccc1)c1cc([N+](=O)[O-])ccc1N1CCOCC1	3%	6%	0.82µM*
CC(=O)c1nn(-c2cccc(Br)c2)cc1C(=O)c1ccc2ccccc2c1	4%	10%	?
C=CCn1c(=O)c2ccccc2n2c(SCC(=O)Nc3cc(C)on3)nnc12	5%	-10%	?
Cc1cc(C)n(C(C)CC(=O)Nc2ccc(Cl)cc2C)n1 (stereo not given)	7%	.	?
CC1Oc2ccccc2N(CC(=O)Nc2ccc(F)cc2)C1=O (stereo not given)	3%	-17%	-22%
CSc1ccc(/C=N/Nc2nc(C)cc(C)n2)cc1	8%	3%	?
COc1cccc(-n2nnnc2SCC(=O)NCc2ccc3c(c2)OCO3)c1	3%	4%	-19%
COc1ccc(CNC(=O)c2ccccc2NS(C)(=O)=O)cc1	5%	-15%	-2%
Cc1cc(C)c(NC(=O)Nc2csc3c2CCCC3)c(C)c1	1%	.	-16%
O=C(Nc1ccccc1Br)c1ccccc1-c1ccccc1	-3%	0%	6.5µM*
N#Cc1c(C(F)(F)F)cc(-c2ccccc2)[nH]c1=O	6%	?	-6%
COc1ccc(OC)c(-n2c(SCC(C)=O)nnc2-c2cccc(S(=O)(=O)N(C)C)c2)c1	1%	5%	-18%
CCNc1nnc(CSc2nc3ccccc3s2)s1	2%	-16%	-13%
CO[C@H]1OC[C@@]2(C)[C@@H]3C4=C(CN2C(=O)OC(C)(C)C)[C@H](C)[C@H](CO)[C@H](CO)[C@H]4CC[C@H]13	14%	-22%	.
SMILES	TDP1 inh	N370S GC	DT40 TDP1 no CPT
Cc1ccccc1-c1nnc2c3ccccc3c(C)nn12	3%	5%	?
Cn1cnc([N+](=O)[O-])c1Sc1nnc(-c2cccnc2)n1C	3%	-9%	?
Cc1cccc(NS(=O)(=O)c2nnc(NC(=O)C3CCCCC3)s2)c1	4%	-5%	?
CCc1ccc(N(C(=O)c2snc(C(N)=O)c2N)C(C(=O)NCC2CCCO2)c2cccs2)cc1 (stereo not given)	8%	14%	21µM*
COc1ccccc1CNC(=O)CCC1N=C2c3ccccc3N=C(SCC(=O)Nc3ccc(N(C)C)cc3)N2C1=O (stereo not given)	5%	.	21µM*
Cc1ccc(CNC(=O)c2c(Nc3ccccc3C)sc(C(=O)c3ccc(F)cc3)c2N)cc1	11%	.	15µM*
COc1ccc(-n2c(=O)c3ccccc3n(CC(=O)NCCc3ccccc3)c2=O)c(OC)c1	3%	.	?
O=[N+]([O-])c1ccc(/C=N/Nc2nc(N3CCCC3)nc(N3CCCC3)n2)o1	2%	.	?
Cc1cc(C)n2c3c(c(C#N)c2n1)CCCC3	2%	12%	-6%
CCNC(=O)C(=O)Nc1ccc(OC)c(Cl)c1	4%	-2%	?
Cc1cccc(C(=O)NNC(=O)c2ccccc2-n2cccc2)c1	5%	-4%	-30%
Cc1ccc(S(=O)(=O)N2[C@@H](c3ccc(Cl)cc3)C(C(=O)O)=CC[C@H]2c2ccc(C(C)C)cc2)cc1	2%	10%	-24%
COc1ccc(NC(=O)Cn2ccn(-c3ccccc3)c(=O)c2=O)cc1	0%	.	2%
CN(CC(=O)Nc1c(Cl)cccc1Cl)C(=O)CCC(=O)c1ccccc1	6%	2%	-13%
Cn1c(SCC(=O)Nc2ccc(F)cc2)nc2c([nH]c3ccccc32)c1=O	3%&9%	-23%	?
COC(=O)c1cc(-c2ccccc2)sc1NC(=O)CN1C(=O)c2ccccc2C1=O	2%	3%	-27%
O=C(N/N=C1/CC2CCC1C2)c1cc2ccccc2cc1O (stereo not given)	5%	-14%	21µM*
Cc1ccc(Oc2ncc(-c3ccc(Cl)cc3)cn2)cc1	-2%	-15%	5%
COc1ccc(NS(=O)(=O)c2ccc(NC(=O)C3CC3)cc2)cc1	2%	?	9.2µM*
O=C(c1cc2ccccc2oc1=O)N1CCN(c2ccc(F)cc2)CC1	-3%	.	?
COc1ccc(-c2cn3nc(N4CCCC(C(=O)NCc5ccccc5C)C4)sc3n2)cc1 (stereo not given)	10%	.	10µM*
CCCC(C)CO (stereo not given)	-1%&3%	10%	-2%
COCCNC(=O)C1CC(c2cccc([N+](=O)[O-])c2)=NO1 (stereo not given)	1%	5%	7%
O=C(c1ccc(S(=O)(=O)N2CCCC2)cc1)N1CCN(Cc2ccc3c(c2)OCO3)CC1	7%	-5%	16µM*
CN(C(=O)COC(=O)Cc1c[nH]c2ccccc12)c1c(N)n(Cc2ccccc2)c(=O)[nH]c1=O	1%	.	11%
SMILES	TDP1 inh	N370S GC	DT40 TDP1 no CPT
CC(=O)c1ccccc1NC(=O)COC(=O)CN1C(=O)C2CCCCC2C1=O (stereo not given)	1%	.	-28%
O=C(CCCn1c(=S)[nH]c2cc3c(cc2c1=O)OCO3)N1CCN(c2ccc(Cl)cc2)CC1	0%	12%	18µM*
COCCNC(=O)CSCc1cc(C)cc(C)c1	-5%	11%	4%
O=Cc1ccccc1OCCCOc1cccc2cccnc12	5%	0%	2.1µM*
CC1CC(C)CN(CCCNS(=O)(=O)c2ccc3c(c2)CCN3C(=O)C2CC2)C1 (stereo not given)	3%	-3%	-1%
COC(=O)c1ccc(CNC(=O)c2ccc(S(=O)(=O)N(C)c3ccccc3OC)cc2)cc1	0%	.	?
C#CCCCCCCCCCCCc1ccco1	-5%[56.1 µM]	1%	?
c1ccc2cc(CNCc3cccc4ccccc34)ccc2c1	-4%	-19%	?
C#CCOCCOCCOCCNc1nc(N2CCN(C(=O)CCCCCCCCCCNC(=O)[C@H](CCCCN)n3cc(C)nn3)CC2)nc(N2CCN(C(=O)CCCCCCCCCCNC(=O)[C@H](CO)n3cc(CCCSC)nn3)CC2)n1	13%	16µM*	?
C/C(=N\NC(=O)c1ccco1)c1cc2ccccc2o1	5%	10%	?
CC1CCN(C(=S)NC2CCCCC2)CC1	6%	-8%	?
Cc1ccc2c(c1)c1c3n2CCN(CC(O)CNC(C)C)C3CCC1 (stereo not given)	.	7%	?
CCN1CCN(CC(=O)c2ccc(C)cc2)CC1	.	-1%	12%
COc1cccc2cc(C(=O)N3CCC(C)CC3)c(=O)oc12	0%	-9%	-13%
O=C(CCc1nnc2n(Cc3ccccc3Cl)c(=O)c3ccccc3n12)Nc1ccc(F)cc1	2%	.	5.2µM*

A draw from above in order of molar mass, ascending:
SMILES	TDP1 inh	N370S GC	DT40 TDP1 no CPT
CCCC(C)CO (stereo not given)	-1%&3%	10%	-2%
CC1CCN(C(=S)NC2CCCCC2)CC1	6%	-8%	?
C#CCCCCCCCCCCCc1ccco1	-5%[56.1 µM]	1%	?
COCCNC(=O)CSCc1cc(C)cc(C)c1	-5%	11%	4%
C/C(=N\NC(=O)c1ccco1)c1cc2ccccc2o1	5%	10%	?
COCCNC(=O)C1CC(c2cccc([N+](=O)[O-])c2)=NO1 (stereo not given)	1%	5%	7%
c1ccc2cc(CNCc3cccc4ccccc34)ccc2c1	-4%	-19%	?
COc1cccc2cc(C(=O)N3CCC(C)CC3)c(=O)oc12	0%	-9%	-13%
O=Cc1ccccc1OCCCOc1cccc2cccnc12	5%	0%	2.1µM*
CC(=O)c1ccccc1NC(=O)COC(=O)CN1C(=O)C2CCCCC2C1=O (stereo not given)	1%	.	-28%
CC1CC(C)CN(CCCNS(=O)(=O)c2ccc3c(c2)CCN3C(=O)C2CC2)C1 (stereo not given)	3%	-3%	-1%
O=C(c1ccc(S(=O)(=O)N2CCCC2)cc1)N1CCN(Cc2ccc3c(c2)OCO3)CC1	7%	-5%	16µM*
CN(C(=O)COC(=O)Cc1c[nH]c2ccccc12)c1c(N)n(Cc2ccccc2)c(=O)[nH]c1=O	1%	.	11%
COC(=O)c1ccc(CNC(=O)c2ccc(S(=O)(=O)N(C)c3ccccc3OC)cc2)cc1	0%	.	?
O=C(CCCn1c(=S)[nH]c2cc3c(cc2c1=O)OCO3)N1CCN(c2ccc(Cl)cc2)CC1	0%	12%	18µM*
C#CCOCCOCCOCCNc1nc(N2CCN(C(=O)CCCCCCCCCCNC(=O)[C@H](CCCCN)n3cc(C)nn3)CC2)nc(N2CCN(C(=O)CCCCCCCCCCNC(=O)[C@H](CO)n3cc(CCCSC)nn3)CC2)n1	13%	16µM*	?
